Screens as filed in PubChem.
GlmU inhibition: inhibition of mycobacterial GlmU enzyme – biochemical, glucosamine-1-phosphate acetyltransferase (AID 1376) | M. tuberculosis GlmU acetyltransferase enzyme assay; higher % means a stronger effect | inhibition, %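 (tested at 30 µM in the primary screen)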, or IC50 in µM where a hit was titrated | hit rate 0.25% among 220,000; in the data active = inhibition above about 13%; inconclusive = no clear call, values can overlap the other calls;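 also: 0% = complete reaction with vehicle and 100% = reaction without substrate; strong numbers were not always called active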
RmlCD inh 1536: M. tuberculosis RmlC/RmlD inhibition; inhibition, % at 3.6 µM; RmlC+RmlD coupled enzyme assay, percent inhibition; primary screen in compound mixtures; hit rate 0.03% among 160,000; AID 1533; in the data active = inhibition mostly above about 34%, no sharp cut-off; inconclusive = no clear call, values can overlap the other calls; inactive = mostly below about 22%; also: some results filed as inactive read as strong as hits
Target sequence (P9WH09 whole entry, looked up): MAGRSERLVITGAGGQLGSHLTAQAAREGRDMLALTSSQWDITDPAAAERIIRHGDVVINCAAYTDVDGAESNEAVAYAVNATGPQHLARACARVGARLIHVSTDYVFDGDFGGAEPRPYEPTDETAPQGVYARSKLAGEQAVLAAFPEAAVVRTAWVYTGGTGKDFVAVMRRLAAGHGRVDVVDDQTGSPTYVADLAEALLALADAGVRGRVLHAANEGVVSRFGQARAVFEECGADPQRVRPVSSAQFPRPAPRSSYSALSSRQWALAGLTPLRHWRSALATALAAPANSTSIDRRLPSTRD
Target sequence (P9WH11 whole entry, looked up): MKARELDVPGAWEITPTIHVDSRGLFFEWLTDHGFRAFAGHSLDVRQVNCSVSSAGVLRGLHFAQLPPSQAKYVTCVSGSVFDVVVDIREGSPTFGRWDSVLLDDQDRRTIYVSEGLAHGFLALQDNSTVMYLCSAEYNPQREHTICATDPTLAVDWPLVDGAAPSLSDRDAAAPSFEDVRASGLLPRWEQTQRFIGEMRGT
* marks the source's active call; other numbers are inactive results; ? = inconclusive; nt = no result given.

SMILES	GlmU inhibition	RmlCD inh 1536
Cc1ccc(C(=O)OCC(=O)Nc2cc(F)ccc2F)cc1NC(=O)c1ccco1	0.3%	99.7
S=C(Nc1ccc(Cl)cc1)N(CCCN1CCOCC1)Cc1cccs1	5.0%	23.8
O=C(NC1CCCCC1)c1ccc(CN2CCOCC2)cc1	-0.1%	nt
Cc1cc(Br)ccc1SCC(=O)OC/C(O)=C(\C#N)c1nc2ccccc2[nH]1	1.8%	15.6
COc1ccc(CCc2nnc(CCC(=O)NCc3cnn(-c4ccccc4C)c3)o2)cc1	-5.5%	nt
CCCc1nnc(SCC(=O)N2CCOCC2)n1Cc1ccco1	-0.4%	nt
C=CCn1c(SCC(=O)Nc2ccc3c(c2)OCO3)nnc1-c1ccccc1OC	8.8%	-3.0
COC(=O)c1c(C)[nH]c(O)c1C=Nc1ccc(C#N)cc1	6.4%	nt
CCC1CCC(c2nnc(-c3ccc(Br)cc3)o2)CC1 (configuration not stated)	1.2%	1.2
Cc1ccc(C(=O)C[n+]2ccc(Cc3ccccc3)cc2)cc1	-0.8%	-9.2
CCOC(=O)c1sc(-c2ccc(F)cc2)cc1NC(=O)Nc1ccccc1OC	5.3%	-10.4
COCCn1cnnc1SCC(=O)Nc1cccc(S(=O)(=O)N2CCCCCC2)c1	1.6%	1.4
Cc1ccccc1N1C(=O)C(Cl)=C(N2CCCCCC2)C1=O	1.2%	-5.0
O=C(CN1C(=O)CC(c2ccco2)Sc2ccccc21)NCC1CCCO1 (configuration not stated)	0.2%	16.6
CCN(C(=O)c1c(C)cc(=O)oc1C)c1ccc2c(c1)OCO2	5.4%	3.1
O=C(Nc1ccccc1)N1CCN(c2cccc(C(F)(F)F)c2)CC1	8.4%	nt
O=C(NCc1ccc(F)cc1)C1C2C=CC3(CN(Cc4cccnc4)C(=O)C13)O2 (configuration not stated)	0.3%	-10.4
CCOc1cc(-c2nc(-c3ccc(C)nc3OCC)no2)cc(OCC)c1OCC	5.1%	nt
Cn1nc(C(=O)OCc2ccc(F)cc2)c2ccccc2c1=O	-0.2%	4.8
Cc1csc(N(C(=O)c2ccc(S(=O)(=O)N(C)C)cc2)c2ccccc2)n1	-1.8%	1.8
CCCC(=O)c1c[nH]c(C(=O)NCc2ccco2)c1	-3.5%	nt
O=c1[nH]c2ccc(S(=O)(=O)NCc3ccccn3)cc2s1	-1.3%	4.0
O=C(O)CCCN=C1CCCc2ccccc2N1	-4.4%	2.0
N#CC(C(N)=O)=C1CCC2(CC1)OCCCCO2	1.5%	nt
Cc1ccc(OCC(=O)c2cc(C)n(-c3ccccc3)c2C)c([N+](=O)[O-])n1	-4.5%	0.4

Compounds from the list above with an aryl thioether with sulfur outside any ring:
SMILES	GlmU inhibition	RmlCD inh 1536
Cc1cc(Br)ccc1SCC(=O)OC/C(O)=C(\C#N)c1nc2ccccc2[nH]1	1.8%	15.6
CCCc1nnc(SCC(=O)N2CCOCC2)n1Cc1ccco1	-0.4%	nt
C=CCn1c(SCC(=O)Nc2ccc3c(c2)OCO3)nnc1-c1ccccc1OC	8.8%	-3.0
COCCn1cnnc1SCC(=O)Nc1cccc(S(=O)(=O)N2CCCCCC2)c1	1.6%	1.4

Next results.
SMILES	GlmU inhibition	RmlCD inh 1536
COc1cccc(/C=N/n2c(=S)n(C)c3cc(C)c(C)cc32)c1OC	-2.4%	?
CCc1ccc(CCC(=O)Nc2nnc(C)s2)o1	3.8%	13.6
COC(=O)c1ccc(NC(=O)CSC2=NC(=O)C(c3ccccc3)C(=O)N2)cc1 (configuration not stated)	-0.7%	2.3
O=C(NCc1ccco1)C(c1ccccc1)N(C(=O)Cc1cccs1)c1cccnc1 (configuration not stated)	0.7%	-6.0
O=C1Nc2ccccc2/C1=C/c1cnc(-c2ccccc2)[nH]1	-0.8%	4.3
NC(=O)c1nsc(C(=O)N(CC(=O)NCc2ccc(F)cc2)Cc2ccco2)c1N	-5.8%	nt
Cc1c(N=C2N=C(NC(=O)c3cccs3)c3ccccc32)c(=O)n(-c2ccccc2)n1C	-4.5%	-8.0
CN1CCS/C1=C/C=C1/SC(=S)N(Cc2ccccc2)C1=O	-3.2%	12.3
CCCc1cc(C(=O)Nc2cccnc2)no1	-1.7%	-4.8
CC(=O)NCCc1ccc(S(=O)(=O)N2CCOCC2)cc1	-4.2%	45.3
Cc1cccc(C(=O)O/N=C/c2c(Cl)n(C)c3ccccc23)c1	4.2%	11.4
CCNS(=O)(=O)c1ccc(Br)c(OC)c1	-1.6%	6.6
Cc1[nH]c2ccccc2c1/C=N/NC(=O)c1cccc(S(=O)(=O)Nc2ccccc2Cl)c1	-1.6%	14.7
COc1ccc(-c2nnc(SCC(=O)N(C)C3CCS(=O)(=O)C3)n2N)cc1OC (configuration not stated)	1.1%	6.9
CCCCOCCCNC(=O)Cc1cccs1	4.6%	6.0
COc1ccc(OC)c(C2/C(=C(\O)c3ccc(OC)c(Cl)c3)C(=O)C(=O)N2CCN(C)C)c1 (configuration not stated)	-2.4%	nt
COc1cc(CNCCO)cc(Br)c1OCc1cccs1	-1.7%	-1.0
COC(=O)c1ccc(OCC(=O)NC(C)(C)C)cc1	0.0%	7.7
CCCNc1nc(C)cc(-c2cc(C(=O)NCc3ccccc3)on2)n1	0.7%	7.0
Cc1cc(C)nc(NS(=O)(=O)c2ccc(NC(=O)c3ccc(S(=O)(=O)N4CC(C)OC(C)C4)cc3)cc2)n1 (configuration not stated)	2.0%	22.3
CCOc1ccccc1C(=O)NCC(=O)OCc1c(C)noc1C	-0.1%	0.5
CCOC(=O)c1cc2c(ccn2C)n1CC(=O)N(Cc1ccccc1)c1ccccc1	1.8%	-11.3
Cc1nc(N)nc(N)c1/C=C/C(C)(C)c1ccc(Cl)cc1	1.8%	nt
CC(C)c1nc2n[nH]c(N)c2c2c1CCCC2	-8.4%	nt
COc1ccc(/C=N/NC(=O)c2ccc(N)cc2)cc1Cn1cc([N+](=O)[O-])cn1	-2.3%	11.8
Next records follow:
SMILES	GlmU inhibition	RmlCD inh 1536
O=C(CN1CCN(S(=O)(=O)c2ccccc2[N+](=O)[O-])CC1)NC(=O)NCc1ccco1	4.4%	-9.3
CC(=O)N1CCCN(Cc2nc(C3(c4ccc(C)cc4)CCCC3)no2)CC1	0.2%	nt
COc1ccccc1NC(=O)C1=C(C)Nc2nc(CCCO)nn2C1c1ccc2c(c1)OCO2 (configuration not stated)	0.2%	nt
Cc1nn(C)c(Oc2ccccc2)c1CCNS(=O)(=O)c1ccc(F)cc1	6.9%	nt
CC(=O)Nc1nnc(C)s1	1.2%	nt
COc1ccc(C(=O)NCCn2cc(SCC(=O)N3CCOCC3)c3ccccc32)cc1	-7.5%	11.2
CC(=O)Nc1ccc(NC(=O)CSc2nnc(-c3ccccc3)n2Cc2ccc3c(c2)OCO3)cc1	3.0%	3.5
O=C(ONc1ccc(N=NC(=O)c2ccccc2O)cc1)c1ccccc1	3.1%	-9.9
O=C(NCc1ccccc1)C1=C[C@@H](c2csc3ccccc23)C[C@@H](OCCCCO)O1	1.9%	nt
N#Cc1nc(COc2ccccc2)oc1N1CCCCCC1	0.7%	18.9
CC(=O)c1cc(Cl)ccc1OC(=O)c1ccco1	0.8%	0.7
Nc1cc(-c2ccccc2)n2c(n1)nc1ccccc12	-4.0%	3.7
N#C/C(=C\N1CCOCC1)C(N)=O	5.5%	3.7
Cn1cc(Cl)c(C(=O)NC(=S)Nc2sc3c(c2C#N)CCCCC3)n1	2.5%	4.2
Cc1ccsc1/C=C1\SC(N2CC(C)OC(C)C2)=NC1=O (configuration not stated)	3.0%	nt
CCC(=O)Oc1oc(-c2ccccc2)nc1C=Nc1ccc(C)cc1	8.5%	-2.0
CC(=O)C1=C(C)NC(=O)NC1c1cc(Br)ccc1OCC#N (configuration not stated)	5.2%	-4.2
Cc1cc(-c2cccs2)nc(-n2cccc2)n1	0.5%	6.4
O=C(O)CCN1C(=O)c2ccc(NC(=O)c3ccco3)cc2C1=O	-3.3%	7.2
Cc1cc(NC(=O)c2cccc(S(=O)(=O)N3CCCC3)c2)no1	2.4%	-9.5
CN(C(=O)c1ccc(OC2CCN(CCc3ccccc3)CC2)cc1)C1CCOC1 (configuration not stated)	5.5%	-8.6
CN(C(=O)CC1C(=O)NCCN1Cc1ccoc1)C1CCOCC1 (configuration not stated)	-7.5%	nt
OC1COC(OCc2ccccc2)C(O)C1O (configuration not stated)	-2.5%	67.3
CCCNC(=O)c1ccc2c(c1)ncn2-c1cc(C)cc(C)c1	4.2%	106.9
CCN1CCN(C(=S)Nc2cccc(Cl)c2)CC1	2.6%	nt

Looked up one by one from the list above, seven records:
SMILES	GlmU inhibition	RmlCD inh 1536
Cc1ccccc1N1C(=O)C(Cl)=C(N2CCCCCC2)C1=O	1.2%	-5.0
CN(C(=O)c1ccc(OC2CCN(CCc3ccccc3)CC2)cc1)C1CCOC1 (configuration not stated)	5.5%	-8.6
N#CC(C(N)=O)=C1CCC2(CC1)OCCCCO2	1.5%	nt
Cc1c(N=C2N=C(NC(=O)c3cccs3)c3ccccc32)c(=O)n(-c2ccccc2)n1C	-4.5%	-8.0
Cc1cc(NC(=O)c2cccc(S(=O)(=O)N3CCCC3)c2)no1	2.4%	-9.5
O=C(O)CCN1C(=O)c2ccc(NC(=O)c3ccco3)cc2C1=O	-3.3%	7.2
CCCNC(=O)c1ccc2c(c1)ncn2-c1cc(C)cc(C)c1	4.2%	106.9

Continued.
SMILES	GlmU inhibition	RmlCD inh 1536
CC(C)NCc1nnc(-c2ccccc2Cl)o1	2.0%	10.6
CCCc1cc(=O)oc2cc(C)c3c(C)coc3c12	0.2%	46.6
COc1cc(O)c(C(C)=O)cc1OC	-0.1%	nt
CCOc1ccc(NC(=O)CSc2nnc(COc3c(C)cccc3C)o2)cc1	1.2%	nt
C/C(=N/NC(=O)c1ccoc1C)c1cccc(NC(=O)C2CC2)c1	-0.7%	nt
Cc1ccc(C)n1-c1sc2c(c1C#N)CCC(C)C2 (configuration not stated)	nt	-3.4
CCS(=O)(=O)N1Cc2ccccc2CC1C(=O)Nc1nnc(SCc2ccc(F)cc2)s1 (configuration not stated)	3.2%	-6.9
CCSc1nsc(SCC)c1C(N)=O	4.9%	7.1
O=C1/C(=C\c2ccco2)SC(=S)N1C1CCS(=O)(=O)C1 (configuration not stated)	-3.7%	-2.8
Nc1nc(C(=O)N2CCOCC2)nn1S(=O)(=O)c1ccc(Cl)cc1	6.6%	nt
CC(C)C(=O)Nc1ncc2c(n1)CC(c1cccs1)CC2=O (configuration not stated)	0.1%	nt
C/C=C/C(=O)Nc1cccc(C2=NOC3(C2)C[C@@H](C(N)=O)N(C(=O)C(c2ccccc2)c2ccccc2)C3)c1 (some centres not stated)	-0.8%	-7.2
OC(COCc1cccs1)CN1CCN(c2cccc(C(F)(F)F)c2)CC1 (configuration not stated)	-9.8%	13.5
O=c1c2ccccc2c(-c2ccccc2)nn1Cc1c(Cl)cccc1Cl	6.8%	nt
CCOC(=O)c1ccc(-n2c(O)c(/C=N/NC(=O)C3COc4ccccc4O3)c3ccccc3c2=O)cc1 (configuration not stated)	-1.6%	4.1
Cn1c(=O)c([N+](=O)[O-])c(NCc2ccc3c(c2)OCO3)c2ccccc21	0.6%	5.3
CN(C)c1ccc(C2CC(=O)NC3=C2C(=O)CC(C)(C)C3)cc1 (configuration not stated)	?	-6.4
CS(=O)(=O)NCCNc1ccc(Cl)cc1[N+](=O)[O-]	-1.0%	3.4
O=c1c(Br)c(N2CCCCC2)cnn1-c1ccccc1	-4.8%	-9.9
Cc1ccc(-n2c(O)c(/C=N/N3CCCCCC3)c(=O)[nH]c2=O)cc1C	-8.4%	nt
COc1cccc(C(c2sc3ncnn3c2O)N2CCc3ccccc3C2)c1 (configuration not stated)	-4.9%	nt
COc1cccc(CNC(=O)C2CCCN(S(C)(=O)=O)C2)c1 (configuration not stated)	-3.5%	nt
COc1ccc(C(=N/O)/C(=N/O)c2ccc(OC)cc2)cc1	0.6%	-5.1
Cc1nc2ccc(S(=O)(=O)NCC(=O)N3CCC(C)CC3)cc2s1	3.5%	nt
CC(=O)Nc1ccc(NC(=S)NC(=O)c2cc3ccccc3o2)cc1	0.3%	-12.7
(further entries)
SMILES	GlmU inhibition	RmlCD inh 1536
Cc1cc(SCC(=O)N(C)C2CCS(=O)(=O)C2)nc2c(C)cccc12 (configuration not stated)	-3.2%	8.7
Cc1ccc(C2(c3ccc(C)cc3)CC2C(=O)NCc2cccnc2)cc1 (configuration not stated)	-1.4%	10.2
O=C(N/N=C1\CCCc2ccccc21)c1ccc([N+](=O)[O-])cc1Cl	-4.3%	-0.6
Cc1onc(-c2c(Cl)cccc2Cl)c1C(=O)NC(=S)N1CCOCC1	1.9%	-8.0
O=C(COC(=O)/C=C/c1ccco1)Nc1ccccc1	2.9%	50.7
Cc1cc(C(=O)CN2C(=O)C(=O)N(C3CCCC3)C2=O)c(C)n1-c1ccc(F)cc1	7.3%	-7.3
C/C(=N\NC(=O)C1CC1(C)c1ccccc1)c1ccco1 (configuration not stated)	-0.8%	5.2
CCCCCCCNC(=O)CC(NS(=O)(=O)c1ccc(NC(C)=O)cc1)C(C)C (configuration not stated)	3.6%	nt
CCc1cc2cc(OC)ccc2nc1SCC(=O)Nc1cc(OC)c(OC)cc1C(=O)O	-1.8%	3.0
C/C=C(/C)C(=O)O[C@@H]1c2c(ccc3ccc(=O)oc23)O[C@@H]1C(C)(C)OC(C)=O	2.9%	nt
O=C1CCCN2N=C(SCC(=O)N3CCCCC3)SC2=N1	-0.2%	6.4
CC(C)c1nc2ccc(Br)cn2c1NC1CCCC1	-3.3%	-10.7
CC1CCN(CCC(=O)Nc2nccs2)CC1	7.6%	9.9

An excerpt; the hit share may differ from the screen's.
